Compound activity deposited in PubChem BioAssay by several laboratories.
Rev-erbA mod = modulators of human Rev-erb alpha DNA binding; P20393; Rev-erbα–FITC-DNA binding, fluorescence polarization, 90 min; activity, % at 10 µM; 0.79% of 370,000 active;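 active = activity above about 14%, limit read from the data; passing the limit was not always enough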;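 note: 0% = DMSO wells with 35 nM protein and 100% = DMSO wells with 750 nM protein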
PRMT1 inh = blocks human protein arginine methyltransferase 1 | inhibition, % at 2.79 µM | 1.3% of 370,000 active | recombinant PRMT1, activity-based probe fluorescence polarization;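 active = inhibition above about 21% made by adding two undisclosed values, limit read from the data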
MBD2 inh = blocks human MBD2 binding to methylated DNA; Q9UBB5; TR-FRET, MBD2 binding to methylated oligonucleotide; inhibition, % at 4.4 µM; AID 686964; 0.31% of 370,000 active; in the data active = inhibition above about 13%
Target sequence (Q9UBB5 whole entry, looked up): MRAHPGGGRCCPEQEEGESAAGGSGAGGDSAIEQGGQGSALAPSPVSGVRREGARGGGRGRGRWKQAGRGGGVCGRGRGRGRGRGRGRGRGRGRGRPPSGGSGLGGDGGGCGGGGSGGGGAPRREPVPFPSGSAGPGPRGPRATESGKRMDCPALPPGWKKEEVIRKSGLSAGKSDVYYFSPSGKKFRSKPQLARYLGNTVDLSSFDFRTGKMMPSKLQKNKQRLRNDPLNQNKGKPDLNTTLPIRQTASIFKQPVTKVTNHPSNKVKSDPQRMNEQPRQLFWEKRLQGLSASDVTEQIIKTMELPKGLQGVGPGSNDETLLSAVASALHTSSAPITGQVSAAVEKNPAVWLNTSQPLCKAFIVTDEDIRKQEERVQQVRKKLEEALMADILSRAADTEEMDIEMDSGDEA
HTRA1 inh = inhibitors of human serine peptidase HTRA1; inhibition, % at 5.96 µM; 0.5% of 340,000 active; recombinant HTRA1, FP-rhodamine activity-based probe, fluorescence polarization; Q92743; in the data active = inhibition above about 36%;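 note: 0% = enzyme with DMSO and 100% = wells lacking enzyme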
mABHD4 FP = inhibitors of mouse ABHD4 | Q8VD66 | purified mABHD4, FP-Rh probe fluorescence polarization | inhibition, % at 8.92 µM | 0.54% of 370,000 active | AID 720543;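 active = inhibition exceeding the mean over every tested compound plus 3 SD, cut at about 30% in these data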;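 note: 0% = plate median of compound wells and 100% = S159A mutant with DMSO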
Target sequence (Q8VD66 whole entry, looked up): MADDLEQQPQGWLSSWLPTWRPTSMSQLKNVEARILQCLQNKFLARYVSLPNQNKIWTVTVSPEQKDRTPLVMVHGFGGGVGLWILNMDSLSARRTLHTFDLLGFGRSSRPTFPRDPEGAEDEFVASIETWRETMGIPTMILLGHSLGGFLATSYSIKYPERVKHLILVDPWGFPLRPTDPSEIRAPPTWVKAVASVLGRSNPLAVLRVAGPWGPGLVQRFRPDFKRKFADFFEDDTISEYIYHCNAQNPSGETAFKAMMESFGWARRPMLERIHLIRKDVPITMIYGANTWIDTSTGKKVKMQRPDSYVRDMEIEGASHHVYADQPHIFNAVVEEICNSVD
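Doses – 8.92 µM, single dose · Material – wild-type mouse ABHD4 protein · Replication – single well per compound (singlicate) · Measure – percent inhibition of probe binding, normalized to plate controls · Schedule – 45 min compound pre-incubation plus 60 min probe step, 25 °C · Detection – fluorescence polarization with parallel and perpendicular emission, 525/598 nm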
TCR-CD3 inh = human TCR-CD3 binding inhibition | TAMRA-labeled TCR probe fluorescence, biochemical | inhibition, % at 9.4 µM | 0.37% of 360,000 active | AID 651800; in the data active = inhibition above about 19%;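 note: recombinant mutant TCR 2C K166C tagged with TAMRA read by polarization; 0% = receptor in buffer alone and 100% = receptor with positive control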
UHRF1 MBD2 ctr = blocks human UHRF1 binding to methylated DNA. inhibition, % at 4.4 µM. UHRF1 binding to methylated oligo, TR-FRET. AID 687016. Q96T88. 0.75% of 370,000 active; in the data active = inhibition above about 21%;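 note: UHRF1 SRA domain binding a hemimethylated CpG hairpin DNA probe; 0% = median of test compound wells and 100% = reference inhibitor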
PG9 binder = small molecules binding HIV-1 gp120 antibody PG9; TR-FRET gp120-PG9 antibody binding; AID 624416; 0.43% of 360,000 active; inhibition, % at 6.7 µM; in the data active = inhibition above about 8.5%
rCAG binder = r(CAG) repeat RNA binding; TO-PRO-1 dye displacement fluorescence; inhibition, % at 3 µM; 1.3% of 370,000 active;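 active = inhibition above the plate cutoff, the mean of all test compounds on that plate plus 3 SD, cut at about 35% in these data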;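 note: 0% = DMSO alone and 100% = 100 µM mitoxantrone as full dye displacement; higher means more dye released from RNA so lower well fluorescence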
LEDGF integ inh = blocks HIV-1 LEDGF/p75-dependent DNA integration; TR-FRET IN-LEDGF/p75 DNA integration, Eu/Cy5; inhibition, % at 3.7 µM; 0.64% of 370,000 active; AID 743269;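 active = inhibition above the screen-wide mean plus 3 SD, cut at about 13% in these data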;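 note: signal is the Cy5 over europium emission ratio at 671 and 618 nm; 0% = plate median of compound wells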
Active calls of the source: *; . = no result given. This is a subset (hit frequency here may not be typical).

SMILES	Rev-erbA mod	PRMT1 inh	MBD2 inh	HTRA1 inh	mABHD4 FP	TCR-CD3 inh	UHRF1 MBD2 ctr	PG9 binder	rCAG binder	LEDGF integ inh
CCOC(=O)C(CCC(C)=O)C(=O)c1ccccc1 (stereo not given)	-4.3	3.0	2.4	1.3	1.1	4.8	-2.3	-1.5	-2.7	2.1
O=S(=O)(Nc1cccc(-c2ccc(N3CCCCCC3)nn2)c1)c1ccc(C(F)(F)F)cc1	-1.3	1.5	0.4	-53.1	-84.5	1.2	0.2	-0.7	30.2	1.5
CCc1ccccc1NC(=O)CSc1nnc(-c2cc(C)[nH]n2)n1N	0.3	-0.6	-5.8	7.3	-4.5	0.1	-0.2	-1.9	1.2	-0.2
COc1ccc(C(=O)Nc2nc3nccc(-c4ccccc4)n3n2)cc1	0.8	3.8	-2.9	1.4	-4.4	-5.6	5.7	-0.9	9.7	-2.9
CC(C)CN1C=C2C(=O)C(C)(OC(=O)CCc3ccccc3)C(=O)C=C2C=C1c1ccc(C#N)cc1 (stereo not given)	4.0	6.2	-4.5	13.1	11.9	-0.5	2.4	-1.6	3.6	1.4
Oc1ccc(Cl)cc1C=Nc1ccc(Br)cc1	1.5	2.9	2.7	9.4	-4.5	0.6	-4.0	-2.5	1.7	3.8
Cc1cccc(OCc2nc3ccccc3c(=O)n2N)c1	-4.2	-1.8	2.7	-2.3	-2.1	5.3	-0.6	-0.3	0.9	-1.8
COCCn1c(C)cc(C(=O)COC(=O)c2cccc(O)c2)c1C	-3.7	0.7	0.2	0.8	-1.9	-6.7	16.5	-1.5	-3.8	-1.4
CC(=O)c1c(C)[nH]c(C(=O)Nc2cccc(S(=O)(=O)N(C)C)c2)c1C	1.0	3.6	0.2	-2.6	2.4	-8.7	1.6	0.1	2.0	-8.1
Cc1cc(NCCCN2CCOCC2)n2c(nc3ccccc32)c1C#N	-1.2	2.6	-7.0	-2.4	-0.3	2.2	-1.5	0.4	-2.9	-2.3

In a second layout: entries from further up.
canonical_smiles,Rev-erbA mod,PRMT1 inh,MBD2 inh,HTRA1 inh,mABHD4 FP,TCR-CD3 inh,UHRF1 MBD2 ctr,PG9 binder,rCAG binder,LEDGF integ inh
CCOC(=O)C(CCC(C)=O)C(=O)c1ccccc1 (stereo not given),-4.3,3.0,2.4,1.3,1.1,4.8,-2.3,-1.5,-2.7,2.1
O=S(=O)(Nc1cccc(-c2ccc(N3CCCCCC3)nn2)c1)c1ccc(C(F)(F)F)cc1,-1.3,1.5,0.4,-53.1,-84.5,1.2,0.2,-0.7,30.2,1.5
CCc1ccccc1NC(=O)CSc1nnc(-c2cc(C)[nH]n2)n1N,0.3,-0.6,-5.8,7.3,-4.5,0.1,-0.2,-1.9,1.2,-0.2
COc1ccc(C(=O)Nc2nc3nccc(-c4ccccc4)n3n2)cc1,0.8,3.8,-2.9,1.4,-4.4,-5.6,5.7,-0.9,9.7,-2.9
CC(C)CN1C=C2C(=O)C(C)(OC(=O)CCc3ccccc3)C(=O)C=C2C=C1c1ccc(C#N)cc1 (stereo not given),4.0,6.2,-4.5,13.1,11.9,-0.5,2.4,-1.6,3.6,1.4
Oc1ccc(Cl)cc1C=Nc1ccc(Br)cc1,1.5,2.9,2.7,9.4,-4.5,0.6,-4.0,-2.5,1.7,3.8
Cc1cccc(OCc2nc3ccccc3c(=O)n2N)c1,-4.2,-1.8,2.7,-2.3,-2.1,5.3,-0.6,-0.3,0.9,-1.8

Continued.
SMILES	Rev-erbA mod	PRMT1 inh	MBD2 inh	HTRA1 inh	mABHD4 FP	TCR-CD3 inh	UHRF1 MBD2 ctr	PG9 binder	rCAG binder	LEDGF integ inh
O=C(Nc1ccc(Br)cc1)c1cccc(N2C(=O)CCC2=O)c1	-3.7	-5.3	-1.5	-2.2	-4.1	4.2	-0.3	-1.1	-1.1	2.5
CCCC/S(C)=N/S(=O)(=O)c1ccc(C)cc1 (stereo not given)	-0.8	-1.7	1.7	1.6	2.8	5.3	-1.9	-2.5	-2.7	-0.2
COc1ccc(OC)c(Cc2nnc(CCC(=O)N3CCC(N4CCCCC4)CC3)o2)c1	4.7	2.6	3.8	.	0.1	-5.2	1.6	-0.3	-3.5	-5.0
COc1cc(N)c(Cl)cc1C(=O)OCC(=O)NCC1CCCCC1	-2.7	33.9*	2.5	-19.3	4.2	-2.0	-1.0	-0.3	0.6	0.4
O=C(Nc1ccc(F)cc1)Nc1nnc([C@H]2C[C@H](O)[C@@H](CO)O2)s1	-1.6	-1.5	-1.9	.	0.2	4.1	0.0	0.9	8.4	-1.7
O=C(NCC(=O)N(Cc1ccccc1)C(C(=O)NC1CCCCC1)c1ccco1)c1ccco1 (stereo not given)	-0.4	-2.0	4.2	-9.7	-3.5	-9.2	5.2	-0.7	-4.7	10.6
Cc1ccc2cccc(OC(=O)c3ccc4c(c3)OCCO4)c2n1	0.1	0.5	0.6	1.6	0.5	-3.9	0.8	-0.7	6.2	1.6
CCN(CC)C(=O)CSc1nc(-c2cccs2)cc(-c2cccs2)c1C#N	7.1	4.1	-0.6	-91.9	-9.3	1.5	-3.0	1.1	5.2	1.1
Cc1cccc(NC(=S)NCCC(c2ccccc2)c2ccccc2)c1	-0.9	-2.5	4.3	-54.4	-28.0	6.4	-1.4	0.1	4.1	-1.0
CCc1ccc(NC2Nc3cc(C)nn3S2)cc1 (stereo not given)	1.1	30.6*	-1.2	4.7	-1.9	-2.6	2.5	0.1	0.5	2.6
COC(=O)[C@@]1(Cc2ccc(F)cc2)[C@H]2c3cc(C(=O)N4CCCC4)n(CCc4c[nH]c5ccc(OC)cc45)c3C[C@H]2CN1C(=O)c1ccccc1	0.5	2.8	-3.0	.	-8.5	-3.8	-2.7	0.8	8.9	-1.2
COc1ccc(C)cc1NC(=O)C1CCN(S(=O)(=O)c2cccc3cccnc23)CC1	-1.3	4.2	2.4	6.1	-1.0	-6.3	-1.1	-1.4	1.6	-1.4
COc1cccc(C2=NOC(C(=O)N3CCN(Cc4ccccc4)CC3)C2)c1OC (stereo not given)	-0.8	-3.0	3.0	-6.9	11.6	1.3	-1.4	3.0	-7.4	1.3
Cc1ccc(S(=O)(=O)N2CCOC23CCN(S(=O)(=O)c2cccs2)CC3)cc1	1.8	0.1	3.5	3.4	2.7	-5.2	-0.9	0.7	0.6	-1.5
CCOc1ccc(Nc2nc(Cc3nnc(SCC(=O)O)o3)cs2)cc1	-6.3	14.9	0.2	11.7	12.8	6.2	-1.4	-2.7	45.6*	3.0
CC(=O)Nc1ccc(C(CCCc2ccccc2)C2=CCCCC2)cc1 (stereo not given)	-0.5	1.9	-1.7	.	-22.0	.	-3.8	.	3.2	6.0
COC(=O)c1cc(=O)c2c(C)nc(C(Cl)(Cl)Cl)nc2[nH]1	-0.4	1.6	-5.0	.	7.9	7.3	2.3	3.2	0.0	-2.2
CC1CCC(=NNC(=O)c2ccccc2-n2cccc2)CC1 (stereo not given)	2.4	-4.0	-1.2	2.7	-9.6	1.1	4.0	0.1	0.6	2.8
CCN(CCNC(=O)C1CCCN(Cc2nc(-c3ccc(OC)cc3)oc2C)C1)c1ccccc1 (stereo not given)	-7.3	-0.7	-2.7	-4.6	12.6	1.1	-2.4	-0.2	-6.7	-1.7
O=c1c(O[C@H]2O[C@@H](CO)[C@H](O)[C@@H](O)[C@@H]2O)c(-c2ccc(O)cc2)oc2cc(O)cc(O)c12	-3.3	6.1	3.7	12.6	-8.3	-7.9	-0.2	-1.6	9.4	-3.0
O=C(CN1C(=O)c2ccccc2C1=O)NCc1ccc(N2CCOCC2)cc1	-3.2	-1.4	1.8	7.4	2.1	-3.1	0.4	-0.4	7.7	1.3
CCCN(C(=O)CSCc1ccc(C)cc1)c1c(N)n(Cc2ccccc2)c(=O)[nH]c1=O	2.2	9.9	2.1	-1.0	0.4	1.2	2.9	-0.4	3.6	-1.5
CC1(C(=O)NCc2ccc(F)c(F)c2)Cc2c(-c3cccc(C(N)=O)c3)ccnc2O1 (stereo not given)	2.2	-1.0	1.5	.	-5.0	8.1	0.6	-0.2	2.1	-2.5
O=C(COC(=O)c1cc[n+]([O-])cc1)Nc1ccc([N+](=O)[O-])cc1	-2.9	-5.9	-3.4	-8.6	-4.2	-0.5	-2.7	-0.9	2.6	3.6
COc1ccc(NC(=O)C(c2ccc(OC)cc2)N(C)C(=O)c2cnccn2)cc1 (stereo not given)	4.4	-3.5	4.5	6.3	4.7	-2.2	-0.1	0.7	-5.0	2.8
CCOC(=O)c1c(NC(=O)COC(=O)Cc2c[nH]c3ccccc23)sc(C(=O)N(C)C)c1C	-4.9	-2.5	-4.2	-37.6	-6.3	-2.4	-0.3	-0.4	-2.6	0.3
Cc1ccc(N(CCC(=O)O)S(=O)(=O)c2cccc(C(F)(F)F)c2)cc1	0.9	-5.6	-4.0	6.6	-3.4	7.4	-2.5	-0.7	5.1	3.1
O=C(NC1CC1)C1CCCN1C(=O)NC1CCCCC1 (stereo not given)	1.4	-2.4	-1.7	4.9	1.6	3.4	0.3	0.3	-2.7	-3.0
O=C1CC(N2CCc3ccccc32)C(=O)N1c1ccccc1 (stereo not given)	4.1	-0.4	4.0	0.6	2.3	6.8	-1.7	-0.6	-0.5	-0.5
COc1ccccc1C1CC(=O)Nc2cc3c(cc21)OCCO3 (stereo not given)	0.4	-3.8	-0.3	-1.3	-3.3	4.5	-2.1	0.2	-0.9	3.1
CCO[C@@H]1OC(C(=O)NCc2nc3ccccc3[nH]2)=C[C@H](c2ccc(C(F)(F)F)cc2)[C@H]1CCCO	-0.5	3.3	8.9	-15.2	-16.9	0.9	13.7	0.0	-2.0	-2.4
O=S(=O)(c1ccc(Cl)cc1)c1nc(-c2ccco2)oc1N1CCOCC1	-4.3	-3.0	6.6	5.4	-1.3	3.9	-2.5	-1.4	-2.4	2.6
CCOC(=O)N1CCC(n2c(SCC(=O)OCc3ccccc3)nc3ccsc3c2=O)CC1	1.0	-2.9	1.1	1.9	0.8	5.4	1.9	0.8	-0.8	0.3
CN1CCN(c2ccc(S(=O)(=O)N3CCCCC3)cc2NC(=O)CSC(C)(C)C)CC1	-1.9	0.0	-6.9	2.1	-0.6	0.3	1.1	-0.2	-2.7	-0.1
Nc1c(Cl)c(Cl)nc(C(=O)OCC(=O)NC2CCCCC2)c1Cl	-7.5	0.9	1.0	-6.0	5.0	1.6	1.5	-1.0	-0.1	1.7
CC(=O)c1ccc(-n2ccnc2)cc1	-2.5	-2.6	3.1	3.5	0.9	-6.1	2.5	-1.9	-0.9	2.7
CCC(C)C(NC(=O)C1CCC(=O)N1C(=O)OCc1ccccc1)C(=O)NC(Cc1ccccc1)C(N)=O (stereo not given)	-1.6	0.9	0.3	6.2	-0.5	8.4	1.8	0.1	-3.8	-1.6
C=CCN(c1ccc(C(=O)Nc2cc(C)cc(C)c2)cc1)S(C)(=O)=O	0.5	2.5	1.3	-17.2	-8.5	1.9	3.5	-0.6	1.3	-4.5
O=c1c2c3c(sc2nc2n1CCC2)CCCCC3	0.2	1.7	-6.4	2.4	-1.9	-2.4	1.1	0.0	-5.5	-0.2
